SW480 rerep: DNA re-replication induction in SW480 cells. actives 1.8% (n = 340,000). SW480 DNA re-replication, Hoechst DNA content imaging, 48 h. Potency, µM (titrated, usually from 46.1 µM), inactives show at the top dose re-replication activation, usual class: activators. AID 624297; also: potency is read from the fitted curve at half-maximal effect; % of control where 0% means no effect; nearly all actives have a fitted effect of over 55% in size
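250 cells/well; 23 nL cpd via pin tool; 48 hr, 37 C, 5% CO2; Hoechst 40 min; imager read of total nuclear intensity, ex 405/em 500-530 nm.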
GLP-1R agonist: agonists of human GLP-1 receptor. HEK293 GLP-1R CRE-luciferase, luminescence, 4-6 h; cells express a hypersensitive GLP-1R form. P43220. actives 0.007% (n = 380,000). Potency, µM (doses to about 45.6 µM), without a hit: at the top dose activation, hits mostly activators; also: potency is read from the fitted curve at half-maximal effect; % of control where 0% means no effect
Target sequence (P43220 whole entry, looked up): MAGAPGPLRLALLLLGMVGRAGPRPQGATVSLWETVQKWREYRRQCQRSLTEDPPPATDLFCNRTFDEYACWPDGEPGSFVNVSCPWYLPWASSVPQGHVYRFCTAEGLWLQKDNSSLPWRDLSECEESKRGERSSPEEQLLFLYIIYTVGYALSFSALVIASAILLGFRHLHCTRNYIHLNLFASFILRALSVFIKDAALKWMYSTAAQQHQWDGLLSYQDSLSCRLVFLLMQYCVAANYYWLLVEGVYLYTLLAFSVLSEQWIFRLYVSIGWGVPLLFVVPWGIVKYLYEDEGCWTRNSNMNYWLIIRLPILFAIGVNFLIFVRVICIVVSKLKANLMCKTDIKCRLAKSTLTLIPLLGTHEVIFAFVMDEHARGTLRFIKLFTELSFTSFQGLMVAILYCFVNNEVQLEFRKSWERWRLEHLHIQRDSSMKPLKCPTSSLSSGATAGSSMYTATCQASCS
KB-V1 cytotox: kills drug-selected multidrug resistant KB-V1 cells | KB-V1 MDR cells viability, CellTiter-Glo, 72 h | Potency, µM (titrated, usually from 46.1 µM), inactives show top-dose activity change, negative = cytotoxicity, most hits filed as cytotoxic | actives 3.4% (n = 400,000); also: potency is read from the fitted curve at half-maximal effect; % is scaled to controls: 0 for no effect and ±100 for the full control effect; nearly all actives have a fitted effect of over 60% in size
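KB-V1 cells (P-gp-expressing MDR subline of KB-3-1) in phenol-red-free DMEM with 10% FBS were exposed to library compounds over a concentration series for 72 h at 37 degrees C. Viability read by CellTiter-Glo luminescence; concentration-effect curves fitted after normalization.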
D3 ag: D3 dopamine receptor (human) agonism. max activation, %. D3R DiscoveRx beta-arrestin cells, luminescence, 90 min. actives 0.58% (n = 410,000). P35462; in the data active = max activation above about 30%; also: 0% is about no effect; mostly tested at two doses, the higher about 12 µM
Target sequence (P35462 whole entry, looked up): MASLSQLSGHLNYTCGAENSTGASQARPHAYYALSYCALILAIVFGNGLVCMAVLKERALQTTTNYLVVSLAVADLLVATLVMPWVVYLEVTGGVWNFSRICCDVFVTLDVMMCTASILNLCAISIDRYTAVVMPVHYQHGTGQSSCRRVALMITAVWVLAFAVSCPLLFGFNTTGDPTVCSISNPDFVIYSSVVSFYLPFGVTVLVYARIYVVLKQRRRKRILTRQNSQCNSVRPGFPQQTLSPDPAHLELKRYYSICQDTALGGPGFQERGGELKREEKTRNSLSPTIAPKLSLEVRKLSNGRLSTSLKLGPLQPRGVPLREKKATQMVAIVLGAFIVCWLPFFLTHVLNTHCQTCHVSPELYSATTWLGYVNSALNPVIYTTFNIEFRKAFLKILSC
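Cells at 1500/well, incubated overnight, then treated with pinned compounds (dopamine as control) for 90 min at 37 degrees C. DiscoveRx reagent added for 30 - 60 minutes at room temperature; luminescence read.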
KB-3-1 tox: kills parental KB-3-1 adenocarcinoma cells; KB-3-1 viability, CellTiter-Glo ATP luminescence, 72 h; Potency, µM (top dose mostly 46.1 µM), without a hit: at the top dose activity change, negative = cytotoxic, most hits filed as cytotoxic; actives 1.4% (n = 400,000); AID 1347075; also: potency is read from the fitted curve at half-maximal effect; % is scaled to controls: 0 for no effect and ±100 for the full control effect; nearly all actives have a fitted effect of over 60% in size
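Cytotoxicity in the drug-sensitive parental line KB-3-1 was scored as loss of CellTiter-Glo luminescence following 72 h incubation with compound. Values come from curve fitting of normalized concentration-response data.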
D3 antag: D3 dopamine receptor (human) antagonism; P35462; D3R cells, DiscoveRx beta-arrestin luminescence, antagonist mode; stronger effect = lower value; max response, negative = inhibition, %; actives 2.5% (n = 360,000); AID 652054; in the data active = max response below about -50%; inconclusive = no clear call, values can overlap the other calls; also: % is scaled to controls: 0 for no effect and ±100 for the full control effect; mostly tested at two doses, the higher about 12 µM
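Cells expressing the human receptor were seeded at 1500 cells/well, incubated overnight at 37 degrees C in 5% CO2, then exposed to library compounds with dopamine controls for 90 minutes at 37 degrees C before luminescent detection.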
IL1B secr inh: blocks inflammasome-driven IL-1 beta release | THP-1 LPS/ATP IL-1B secretion, AlphaLISA, 16 h; stronger effect = lower value | activity change, % at 57.5 µM | actives 4.7% (n = 360,000); in the data active = activity change below about -50%; inconclusive = mostly about -30% to -49%; also: % is scaled to controls: 0 for no effect and ±100 for the full control effect
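Secreted IL-1B measured by AlphaLISA bead assay after 16 h compound exposure of THP-1 cells; compounds (final up to 57.5 uM) added 1 h before LPS (250 ng/mL) and ATP (1.25 mM) stimulation; lower signal means less secretion.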
HT1080 IDH1KD tx: HT-1080 IDH1 knockdown cell toxicity (counter line); HT-1080 IDH1 knockdown viability, ATP luminescence, 48 h; Potency, µM (highest dose often 46.1 µM), for inactives: top-dose activity, negative = toxicity, hits mostly cytotoxic; actives 2% (n = 360,000);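 also: potency is read from the fitted curve at half-maximal effect; 0% = DMSO wells and -100% = cell-free medium wells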
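IDH1KD HT-1080 cells, 750/well, RPMI + 5% FBS; compound pinned after 2 h settling; 48 h, 37 °C; CellTiter-Glo luminescence; % activity normalised to DMSO and no-cell wells; curves fitted, classed by r2 and efficacy.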
HT1080-NT tox: kills 2HG-producing HT-1080-NT fibrosarcoma cells | HT-1080-NT fibrosarcoma viability, CellTiter-Glo ATP luminescence, 48 h | Potency, µM (titrated, usually from 46.1 µM), inactives show at the top dose activity, negative = less viability, usual class: cytotoxic | actives 1.6% (n = 360,000);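 also: NT is the 2HG producing partner of a matched IDH1 knockdown line; potency is read from the fitted curve at half-maximal effect; 0% = DMSO-treated cells and -100% = media-only wells without cells; nearly all actives have a fitted effect of over 55% in size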
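HT-1080-NT; 750 cells/well; 5% FBS RPMI; 48 h compound, 37 degrees C; CellTiter-Glo luminescence; curve fitting and curve-class assignment.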
* marks the source's active call; other numbers are inactive results; ? = inconclusive; nt = not tested or not shown; [ ] = another dose, or the depositor's remark. Unless noted, calls follow the shape of the dose curve; as a rule, active = well fitted curve in the direction sought with a large enough effect; inconclusive = small, poorly fitted or top-dose-only effect, or another doubt; inactive = no such curve, though single readings can be large; an effect the other way counts as inactive or inconclusive.

[1] c1ccc(COc2cccc(CN3CCc4ccccc4C3)c2)cc1
[2] CCCCNC(=O)c1ccc(/C=C2\Oc3ccccc3N(C)C2=O)cc1
[3] COc1ccc(Cc2nc3ccc(C(=O)N4CCCCC4CO)cc3o2)cc1OC (configuration not stated)
[4] COc1ccc(Cl)cc1-c1n[nH]c(=S)n1C
[5] COC(=O)c1ccc(S(=O)(=O)N2CCCC2)o1
[6] COC(=O)C(NC(=O)c1ccco1)(Nc1nc(C)cs1)C(F)(F)F (configuration not stated)

assay / entry	1	2	3	4	5	6
SW480 rerep	0%	?	nt	10%	-4%	0%
GLP-1R agonist	13%	12%	0%	9%	-1%	0%
KB-V1 cytotox	2%	-9%	?	?	7%	20%
D3 ag	-23	1	2	-10	-3	4
KB-3-1 tox	11%	3%	-12%	-6%	-1%	10%
D3 antag	-87*	0	17	0	-26	2
IL1B secr inh	18	-5	9	19	30	-2
HT1080 IDH1KD tx	2%	22%	-12%	-1%	10%	5%
HT1080-NT tox	12%	0%	3%	-1%	6%	1%

A stretch from the list above:
[2] CCCCNC(=O)c1ccc(/C=C2\Oc3ccccc3N(C)C2=O)cc1
[3] COc1ccc(Cc2nc3ccc(C(=O)N4CCCCC4CO)cc3o2)cc1OC (configuration not stated)

assay / entry	2	3
SW480 rerep	?	nt
GLP-1R agonist	12%	0%
KB-V1 cytotox	-9%	?
D3 ag	1	2
KB-3-1 tox	3%	-12%
D3 antag	0	17
IL1B secr inh	-5	9
HT1080 IDH1KD tx	22%	-12%
HT1080-NT tox	0%	3%

Further compounds
[7] CN(Cc1ccccc1)Cc1nc2c(c(=O)n(C)c(=O)n2C)n1CCc1ccccc1
[8] CC1(C)Cc2nc(-c3ccccc3)nc(SCC(=O)N3CCOCC3)c2CO1
[9] COCc1cc(C)nc(Sc2nc3c(c(=O)n(C)c(=O)n3C)n2C)c1C#N
[10] O=S(=O)(c1ccccc1)N1CCN(c2ncnc3sc(-c4ccccc4)cc23)CC1
[11] COc1ccccc1CNCC(=O)Nc1cc(S(=O)(=O)N2CCOCC2)ccc1Cl
[12] CCOc1ccc(N(CC(=O)NCCC2=CCCCC2)S(=O)(=O)c2ccccc2)cc1

assay / entry	7	8	9	10	11	12
SW480 rerep	-2%	20%	-6%	5%	2%	4%
GLP-1R agonist	10%	0%	9%	1%	1%	19%
KB-V1 cytotox	-5%	12%	-10%	0%	?	-30%
D3 ag	-9	8	9	-3	13	-8
KB-3-1 tox	-23%	?	3%	0%	-6%	?
D3 antag	10	6	-2	-15	-8	0
IL1B secr inh	-10	1	0	-21	4	-26
HT1080 IDH1KD tx	0%	13%	19%	-4%	11%	-1%
HT1080-NT tox	13%	-1%	-1%	-8%	3%	-14%

As entered above:
For D3 antag, `O=S(=O)(c1ccccc1)N1CCN(c2ncnc3sc(-c4ccccc4)cc23)CC1` is listed with -15
For HT1080 IDH1KD tx, `COCc1cc(C)nc(Sc2nc3c(c(=O)n(C)c(=O)n3C)n2C)c1C#N` is listed with 19%

Back to the main list; the 2 compounds before the break are reprinted first.
[11] COc1ccccc1CNCC(=O)Nc1cc(S(=O)(=O)N2CCOCC2)ccc1Cl
[12] CCOc1ccc(N(CC(=O)NCCC2=CCCCC2)S(=O)(=O)c2ccccc2)cc1
[13] O=[N+]([O-])c1cc2ccccc2c(O)c1O
[14] COc1ccc(S(=O)(=O)N2CCC(C(=O)Nc3cccc(C(C)=O)c3)CC2)cc1C
[15] COc1ccc(C(F)(F)F)cc1N/C=C/c1nnnn1-c1ccc(C)cc1
[16] COc1ccc(-c2csc(N(Cc3ccccc3)C(=O)COc3ccc(Cl)cc3)n2)cc1
[17] Cc1ccc(C)c(CN2CCSCC2)c1
[18] O=C1Nc2cc(C(=O)NCCCN3CCCC3)ccc2S/C1=C/c1cccc(Cl)c1

assay / entry	11	12	13	14	15	16	17	18
SW480 rerep	2%	4%	nt	3%	0%	-3%	-12%	nt
GLP-1R agonist	1%	19%	-7%	-1%	7%	-1%	-2%	20%
KB-V1 cytotox	?	-30%	?	?	2%	1%	0%	-3%
D3 ag	13	-8	-3	8	7	0	3	-2
KB-3-1 tox	-6%	?	9%	4%	3%	-1%	5%	5%
D3 antag	-8	0	22	-18	7	26	5	-59*
IL1B secr inh	4	-26	11	2	23	11	10	-4
HT1080 IDH1KD tx	11%	-1%	-1%	?	-12%	-6%	6%	?
HT1080-NT tox	3%	-14%	-4%	2%	-14%	-2%	7%	-30%

Random excerpt: 3 entries already listed, in no set order.
[14] COc1ccc(S(=O)(=O)N2CCC(C(=O)Nc3cccc(C(C)=O)c3)CC2)cc1C
[16] COc1ccc(-c2csc(N(Cc3ccccc3)C(=O)COc3ccc(Cl)cc3)n2)cc1
[18] O=C1Nc2cc(C(=O)NCCCN3CCCC3)ccc2S/C1=C/c1cccc(Cl)c1

assay / entry	14	16	18
SW480 rerep	3%	-3%	nt
GLP-1R agonist	-1%	-1%	20%
KB-V1 cytotox	?	1%	-3%
D3 ag	8	0	-2
KB-3-1 tox	4%	-1%	5%
D3 antag	-18	26	-59*
IL1B secr inh	2	11	-4
HT1080 IDH1KD tx	?	-6%	?
HT1080-NT tox	2%	-2%	-30%

The list continues:
[19] COC(=O)CNC(c1ccccc1)c1cc(Br)ccc1NC(=O)CCN1CCOCC1 (configuration not stated)
[20] N#CC1(NC(=O)COC(=O)c2ncc(Cl)c(Cl)c2Cl)CCCCC1
[21] CCOP(=O)(OCC)C(NC(=O)/C=C/c1ccc(OC)cc1)c1ccccc1 (configuration not stated)
[22] Cc1nc2ccccc2nc1OCC(=O)Nc1cc(C(F)(F)F)ccc1N1CCOCC1
[23] COc1ccc(C(=O)c2ccc(Cl)cc2)c(OC)c1OC
[24] S=c1[nH]nc(COc2ccccc2)n1/N=C/c1ccco1

assay / entry	19	20	21	22	23	24
SW480 rerep	?	-5%	-31%[inhibitor]	13%	1%	-7%
GLP-1R agonist	-3%	-1%	1%	10%	9%	3%
KB-V1 cytotox	?	1%	-12%	-4%	-5%	-4%
D3 ag	0	-1	0	3	5	6
KB-3-1 tox	-11%	0%	6%	-5%	0%	0%
D3 antag	-8	-4	2	6	-1	-11
IL1B secr inh	-55*	?	5	-5	6	17
HT1080 IDH1KD tx	?	4%	5%	2%	1%	2%
HT1080-NT tox	-22%	4%	12%	-3%	0%	-1%

[25] C/C(CC(=O)Nc1ccccc1C#N)=N\NC(=O)c1ccncc1
[26] CCN1C(=O)/C(=C/C2=Cc3ccccc3OC2C)SC1=S (configuration not stated)
[27] CCCCn1nnnc1SCC(=O)NNC(=O)c1ccco1
[28] CC1Sc2ccc(S(=O)(=O)NCc3ccccc3)cc2NC1=O (configuration not stated)
[29] CCOC(=O)CSc1nnc(CCCCCN2C(=O)c3cccc4cccc(c34)C2=O)o1
[30] CCOC(=O)N1CCN(C(=O)c2sc3nc(-c4ccc(F)cc4)cn3c2C)CC1

assay / entry	25	26	27	28	29	30
SW480 rerep	0%	-2%	-1%	5%	-10%	-5%
GLP-1R agonist	3%	4%	0%	-7%	30%	2%
KB-V1 cytotox	18%	-1%	-14%	-15%	10%	7.3µM*
D3 ag	3	11	-2	1	2	2
KB-3-1 tox	5%	3%	-14%	-2%	-2%	-1%
D3 antag	-21	12	-6	4	26	12
IL1B secr inh	-6	nt	12	59	8	-24
HT1080 IDH1KD tx	13%	20%	-5%	-14%	7%	7%
HT1080-NT tox	8%	24%	-1%	-4%	-1%	5%

[31] COc1ccc(NC(=S)NCc2cccn2C)cc1
[32] CCOc1ccccc1C(=O)NCC(=O)OCC(=O)NCCc1ccc(S(N)(=O)=O)cc1
[33] COC(=O)c1ccc(C(c2c(N)n(CC(C)C)c(=O)[nH]c2=O)N2CCN(c3ccccc3)CC2)cc1 (configuration not stated)
[34] CC1(C)CC2CC(C)(CN2C(=O)c2cccs2)C1 (configuration not stated)
[35] CC(C)OC(=O)C1C(=O)CC(C)(O)C(C(=O)OC(C)C)C1c1cccnc1 (configuration not stated)
[36] COc1ccc2c(c1)c1c(c(=O)n(-c3ccccc3)c(=O)n1CC(=O)Nc1ccc(F)cc1)n2C

assay / entry	31	32	33	34	35	36
SW480 rerep	-3%	1%	-3%	-7%	-20%	nt
GLP-1R agonist	17%	4%	-4%	3%	-8%	-2%
KB-V1 cytotox	0%	?	16%	0%	5%	5%
D3 ag	8	4	0	-6	0	4
KB-3-1 tox	3%	7%	1%	0%	-3%	-3%
D3 antag	-6	-4	-4	10	20	nt
IL1B secr inh	-2	1	0	27	3	nt
HT1080 IDH1KD tx	8%	-1%	-6%	-8%	11%	nt
HT1080-NT tox	3%	2%	0%	-3%	2%	nt

[37] CC(=O)N(CCc1ccccc1C)Cc1cc2cc3c(cc2[nH]c1=O)OCO3
[38] Cc1cc(=O)oc2ccc(OC(=O)CC(C)C)cc12
[39] O=S(=O)(Cc1ccc(Cl)cc1)NCc1ccc2c(c1)OCO2
[40] Cc1cc(C)c(S(=O)(=O)N2CCCCCC2)cc1Br
[41] O=C(CCl)Nc1cccc(Oc2ccccc2)c1
[42] CCOCC(=O)Nc1cc([N+](=O)[O-])ccc1OC
[43] CCN1CCN(c2cc(C)c3cc(NC(=O)c4ccc5c(c4)OCO5)ccc3n2)CC1
[44] Cc1ccc(S(=O)(=O)N(C)C[C@@H]2OCCCC[C@@H](C)Oc3ccc(NS(=O)(=O)c4c(C)noc4C)cc3C(=O)N([C@H](C)CO)C[C@@H]2C)cc1

assay / entry	37	38	39	40	41	42	43	44
SW480 rerep	-4%	-3%	-8%	-4%	13%	?	?	nt
GLP-1R agonist	0%	4%	-1%	5%	0%	10%	-1%	13%
KB-V1 cytotox	-2%	-2%	14%	-12%	?	-3%	?	15%
D3 ag	4	-8	4	1	-9	11	-13	6
KB-3-1 tox	-5%	3%	12%	-2%	?	-2%	?	?
D3 antag	?	4	-15	3	-18	11	-19	-3
IL1B secr inh	-12	0	7	-11	-106*	21	20	-21
HT1080 IDH1KD tx	-14%	11%	-9%	-4%	?	-12%	?	-22%
HT1080-NT tox	-4%	2%	-5%	-4%	?	17%	?	-9%

Bioassay records as filed in PubChem BioAssay.
